# PostGolgi ctrl = yeast control strain growth, post-Golgi counter-screen; efflux-deficient yeast background strain, growth absorbance A615, 16 h; inhibition, % at 10 µM; actives 5% (n = 98,000); in the data active means inhibition above about 30%
# PTPN22 act = increases human PTPN22 phosphatase activity; recombinant LYP, DiFMUP fluorescence; 0 = plate median, 100 = signal doubled; AID 697; actives 0.11% (n = 96,000); activation, % at 2 µM;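 active means activation at 2 µM above a set limit, the mean plus 5 SD, cut at about 37% in these data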
# Target sequence (Q9Y2R2 whole entry, looked up): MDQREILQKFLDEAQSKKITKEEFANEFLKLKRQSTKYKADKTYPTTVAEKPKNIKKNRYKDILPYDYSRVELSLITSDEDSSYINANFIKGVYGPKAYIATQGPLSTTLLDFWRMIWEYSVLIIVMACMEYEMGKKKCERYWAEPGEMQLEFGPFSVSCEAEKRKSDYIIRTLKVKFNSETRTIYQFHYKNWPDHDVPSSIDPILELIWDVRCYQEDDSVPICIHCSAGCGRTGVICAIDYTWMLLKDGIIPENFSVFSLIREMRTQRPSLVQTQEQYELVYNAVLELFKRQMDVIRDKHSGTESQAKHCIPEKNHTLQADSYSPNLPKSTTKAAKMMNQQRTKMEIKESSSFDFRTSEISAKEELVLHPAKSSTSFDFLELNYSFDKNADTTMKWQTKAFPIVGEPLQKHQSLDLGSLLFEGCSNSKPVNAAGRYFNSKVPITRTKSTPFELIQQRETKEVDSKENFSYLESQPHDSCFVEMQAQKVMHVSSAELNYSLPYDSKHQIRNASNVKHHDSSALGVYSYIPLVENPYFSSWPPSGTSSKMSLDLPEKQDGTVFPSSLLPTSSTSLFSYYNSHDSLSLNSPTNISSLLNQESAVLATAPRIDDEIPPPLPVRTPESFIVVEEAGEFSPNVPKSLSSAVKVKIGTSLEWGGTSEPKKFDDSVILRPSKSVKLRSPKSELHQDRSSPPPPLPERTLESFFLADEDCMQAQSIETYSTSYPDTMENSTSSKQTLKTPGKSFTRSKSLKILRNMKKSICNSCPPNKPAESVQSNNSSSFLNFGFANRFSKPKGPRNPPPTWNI
# HUVEC prolif 384 = human endothelial cell proliferation inhibition. HUVEC proliferation, CellTiter-Glo luminescence, 72 h; active compounds read low. viability, % at 10 µM (by protocol). actives 1.1% (n = 86,000). AID 648;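 active means viability at or below 30%; inactive means viability above 30%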;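 further: 100% = median luminescence of DMSO-only cell control wells on each plate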
# sEH act = increases human soluble epoxide hydrolase activity. P34913. purified human sEH enzymatic activity, activator screen. activation, % at 2 µM. actives 0.04% (n = 91,000); in the data active means activation above about 37%; further: values of inactives mirror those of a sister screen read the other way
# S1P2 blocker = S1P2 (human) receptor antagonism | cell-based S1P2 antagonist assay, inhibition at 5 uM | inhibition, % at 5 µM | AID 736 | actives 0.21% (n = 97,000); in the data active means inhibition above about 45%;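 further: CRE beta-lactamase reporter cells expressing human S1P2 stimulated with S1P; 0% = agonist at EC80 alone and 100% = agonist plus reference antagonist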
# H69AR inhibit = growth inhibitors of human H69AR lung tumor cells; H69AR lung tumor viability, ATP luminescence, 72 h; active compounds read low; viability, % at 10 µM; actives 6% (n = 85,000); AID 598;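 active means viability at or below 40%; inactive means viability above 40%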;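 further: multidrug resistant small cell line overexpressing MRP-1 efflux transporter; 100% = mean luminescence of untreated control wells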
# Lung fibro prol = blocks proliferation of human lung fibroblasts; AID 719; LL 47 human lung fibroblast viability, ATP luminescence; active compounds read low; viability, % at 10 µM; actives 1.1% (n = 85,000);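 active means viability at or below 50% in the single dose screen; inactive means viability above 50%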;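 further: compound exposure lasted 72 h before the ATP readout; 100% = median luminescence of untreated cell-only wells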
#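 Test system: LL 47 human lung fibroblasts; Quantity: 1,150 cells/well; Buffer or medium: IMEM plus 15% FBS; Dosing: tenfold compound dosing solution, DMSO at 0.1%; Timing: overnight cell rest, 72 h compound treatment at 37 °C; Detection: ATP-based CellTiter-Glo luminescent readout; Read-out basis: viability percentage against median untreated-cell control; Controls: cell-only wells, no compound.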
# S1P2 ag = S1P2 (human) receptor agonism; actives 0.46% (n = 97,000); activation, % at 4.5 µM; S1P2-expressing cell line, agonist reporter read-out; O95136; in the data active means activation above about 16%;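 further: 0% = vehicle low control and 100% = maximal reference agonist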
# sEH inhibitor = soluble epoxide hydrolase (human) inhibition; P34913; recombinant human sEH enzymatic activity assay; inhibition, % at 2 µM; actives 0.34% (n = 91,000); AID 707; in the data active means inhibition above about 80%; further: values of inactives mirror those of a sister screen read the other way; many of its hits are not listed in these tables
# Numbers without * were called inactive; x = no result given.
SMILES,PostGolgi ctrl,PTPN22 act,HUVEC prolif 384,sEH act,S1P2 blocker,H69AR inhibit,Lung fibro prol,S1P2 ag,sEH inhibitor
COC(=O)CSc1nc2ccc(C)cc2[nH]1,4,15,86,-7,7,91,98,0,8
c1ccc(OCc2nnc3sc(-c4cccs4)nn23)cc1,12,x,100,x,x,73,101,x,x
Cc1ccc(C2=NNC(C(O)C(O)C(O)C(O)CO)S2)cc1 (configuration not stated),30,7,x,0,6,x,x,0,1
Cc1cc(C)nc(NC(=O)CSc2nnnn2-c2ccccc2)n1,8,5,103,-14,-6,106,99,-5,15
COc1ccc(C(OC(=O)c2c(C)noc2C)C(=O)NC2CCCC2)cc1 (configuration not stated),-1,-6,102,-8,20,93,91,1,8
COc1cc(C2CC(=O)NC(SCC(=O)Nc3ccccc3C)=C2C#N)ccc1O (configuration not stated),-1,1,x,-8,16,x,x,0,7
COc1cc(/C=N/NC(=O)C(=O)N2CCCC2)ccc1O,14,-2,x,-3,-5,x,x,-5,6
CCn1c(SCC(=O)Nc2ccc(NC(=O)c3ccco3)c(OC)c2)nc2ccccc2c1=O,0,-12,53,-4,16,10*,88,-6,5
O=c1cc(N2CCN(Cc3ccccc3)CC2)[nH]c(=O)n1-c1cccc(C(F)(F)F)c1,x,10,93,-8,-12,85,95,-4,11
O=C(Nc1cccc(NC(=O)c2cccs2)c1)c1ccco1,9,3,92,1,8,76,95,-9,2
COC(=O)c1sccc1NC(=O)C12CC3CC(CC(C3)C1)C2,x,-4,71,-3,-23,63,95,-1,5
Cc1ccc2sc(NC(=O)CSc3nc(C)cc(C)c3C#N)nc2c1,29,-11,x,11,13,x,x,-5,-8
CCOC(=O)c1cc2occc2n1CC(=O)Nc1ccc(OC)cc1OC,13,x,98,x,x,100,97,x,x
COc1ccc(NC(=O)N(C2CCCCC2)C2CCN(C(C)C)CC2)c(OC)c1,3,-7,102,0,-10,92,103,-3,2
CN1C(=O)SC(Nc2ccccc2)C1=O (configuration not stated),x,3,68,3,9,96,96,-8,0
COCCCN1C(=O)C(O)=C(C(C)=O)C1c1cccc(F)c1 (configuration not stated),-2,-6,90,14,-6,87,106,2,-12
Cc1ccc(C2=Nc3ccccc3N=C(c3ccco3)C2)c(O)c1,8,-8,x,6,16,x,x,-3,-3
FC(F)(F)c1cc(-c2ccco2)nc(NCc2ccccc2)n1,19,22,100,x,4,98,92,-1,x
COc1cccc(/C=N/Nc2snc(SC)c2C#N)c1,5,0,86,-7,1,48,90,-9,7
CCOC(=O)N1CCC(n2c(SCC(=O)Nc3ccccc3OC)nc3ccccc3c2=O)CC1,13,-15,85,-3,6,70,100,-6,4
Fc1ccccc1OCCSc1nc2ccccc2o1,2,2,x,-8,5,x,x,0,8
CCCCOc1ccc(S(=O)(=O)NNC(=O)C2Cc3c(ccc4ccccc34)O2)cc1 (configuration not stated),25,0,x,0,8,x,x,0,1
COc1ccc2c(c1)CCc1c(C(=O)NCc3cccnc3)noc1-2,-17,-4,106,-18,-13,98,103,-2,19
CCOc1ccc(-n2c(SCC(N)=O)nc3c([nH]c4ccccc43)c2=O)cc1,17,-16,73,-3,9,47,80,-8,7
CCC1Oc2ccccc2N(CC(=O)Nc2ccc3c(c2)OCCO3)C1=O (configuration not stated),8,-2,x,-60,12,x,x,-3,59

# Reformatted: entries from further up.
mol	PostGolgi ctrl	PTPN22 act	HUVEC prolif 384	sEH act	S1P2 blocker	H69AR inhibit	Lung fibro prol	S1P2 ag	sEH inhibitor
O=c1cc(N2CCN(Cc3ccccc3)CC2)[nH]c(=O)n1-c1cccc(C(F)(F)F)c1	x	10	93	-8	-12	85	95	-4	11
O=C(Nc1cccc(NC(=O)c2cccs2)c1)c1ccco1	9	3	92	1	8	76	95	-9	2

# (continued)
SMILES,PostGolgi ctrl,PTPN22 act,HUVEC prolif 384,sEH act,S1P2 blocker,H69AR inhibit,Lung fibro prol,S1P2 ag,sEH inhibitor
O=C(CCCN1C(=O)c2ccccc2C1=O)NCc1cccnc1,0,7,102,-5,-20,97,102,-3,5
O=C(CN1C(=O)c2cccc3cccc1c23)Nc1ccc(S(=O)(=O)N2CCOCC2)cc1,x,-1,x,-62,-5,x,x,-4,64
C=CCn1c(SCC(=O)NCc2ccc3c(c2)OCO3)nc2scc(-c3ccccc3)c2c1=O,19,0,83,-6,7,66,102,-7,10
O=C(c1ccccc1F)N1CCN(Cc2ccccc2F)CC1,10,5,93,32,-33,87,102,-5,-34
Cc1cc(C)cc(N2Cc3ccccc3C2)c1,10,-4,97,x,-10,79,92,0,x
CC1(C)CC(=O)C(C#N)=C(NCCCO)C1,-6,-8,97,5,-31,104,103,-1,-1
NC(=O)NC(=O)Nc1ccccc1Cl,3,-2,88,x,-3,79,100,-3,x
S=C(NCc1ccco1)Nc1ccc(Cl)c(Cl)c1,41*,-3,x,-7,8,x,x,0,7
N#Cc1nc(-c2cccs2)oc1NCC1CCCO1 (configuration not stated),39*,4,106,3,-19,96,100,2,-4
Cn1ncc(Cl)c1C(=O)N1CCc2ccccc21,-2,2,90,x,11,83,91,-1,x
O=C(COc1ccc2c(c1)C(=O)CC1(CCCCC1)O2)NCc1ccccc1,23,16,98,-1,-18,80,104,2,4
CCOC(=O)CCNC(=O)Nc1ccc2nc(C)n(Cc3ccccc3Cl)c(=O)c2c1,8,-3,113,-20,-2,84,99,-7,20
Cc1cccc(C(=O)NCCN2CCCC2)c1,0,-2,90,-3,-5,94,90,1,5
O=C(O)C1CC=CCC1C(=O)NCCc1ccccc1 (configuration not stated),-4,12,94,3,-4,106,102,-6,-2
CCOC(=O)CSc1nnc(-c2ccco2)n1C,-3,7,82,22,-14,93,102,-2,-22
CN(C)c1ccc(C2C3=C(CCCC3=O)OC3=C2C(=O)CCC3)cc1,4,-1,96,3,9,70,97,-2,-8
O=C(c1ccco1)N1CCN(C2CC(=O)N(c3ccc4c(c3)OCO4)C2=O)CC1 (configuration not stated),8,2,108,16,0,98,99,0,-11
Nc1ccc(-n2ccnc2)cc1,-8,-3,92,4,7,92,95,-3,-3
CCN(CC)C(=O)CSc1ncnc2c1cnn2-c1ccccc1,x,-10,123,-1,-23,86,105,-6,6
O=C(C1CC1)N1CCc2[nH]c3ccccc3c2C1,x,-1,94,10,-2,86,104,-4,-9
O=C(Nc1nccs1)c1ccc2nccnc2c1,6,-1,87,x,24,96,104,-6,x
O=c1[nH]n2c(=O)c3c([nH]c2c1N=Nc1cccc(Cl)c1)CCCC3,x,-8,89,-3,-30,81,100,-5,3
CCOc1ccccc1C(=O)Nc1cc(Cl)ccc1O,87*,-17,50,-6,2,30*,99,-5,10
O=C(c1ccc2c(=O)n(Cc3ccco3)c(=S)[nH]c2c1)N1CCN(c2ccccc2)CC1,11,4,94,-24,-2,83,94,-4,22
COC(=O)/C=C1\NCCSC1=O,1,-2,109,16,2,91,97,-13,-15

# The listing continues:
SMILES,PostGolgi ctrl,PTPN22 act,HUVEC prolif 384,sEH act,S1P2 blocker,H69AR inhibit,Lung fibro prol,S1P2 ag,sEH inhibitor
Cc1cccc(NCc2cc(Cl)ccc2O)n1,x,0,91,-2,6,83,95,-3,7
CCOC(=O)c1nnc(-c2ccccc2)nc1Oc1ccc(Cl)cc1,29,2,x,-5,10,x,x,-4,7
COc1cc(/C=C(/C#N)c2nc3ccccc3[nH]2)ccc1Oc1ncccc1[N+](=O)[O-],-7,-1,x,-8,27,x,x,-6,6
CC1CCN(CC(=O)N2CCCc3c2c(=O)oc2ccc(OCc4ccccc4)cc32)CC1,7,-1,74,16,-7,33*,89,-1,-16
O=C(Nc1nc2c(s1)CCCC2)Oc1ccccc1,-9,-3,95,7,-9,92,99,-3,-7
CCC(Oc1nc2ccccc2nc1-c1ccccc1NC(C)=O)C(=O)c1ccccc1 (configuration not stated),12,8,x,10,-24,x,x,-5,-7
Cc1cccc(OCc2nnc(SCn3nnc4ccccc4c3=O)o2)c1,36*,x,97,x,x,105,100,x,x
CCc1cc2c(=O)c(-c3cscn3)coc2cc1O,-4,x,75,x,x,65,86,x,x
Cn1ccnc1SCc1cn2cc(Br)ccc2n1,6,4,104,3,9,89,95,0,-3
CC1CCCC(C)N1C(=O)COC(=O)c1ccc2c(c1)OCO2 (configuration not stated),16,-7,114,-6,10,97,107,-5,7
CN1c2cccc3cccc(c23)N(C)C1c1cccs1,-1,13,x,-16,17,x,x,-1,18
Cc1ccc(S(=O)(=O)Nc2ccccc2-c2ccccc2)cc1,26,5,x,5,-28,x,x,0,-3
N#Cc1c(N)nc2c(c1-c1ccncc1)CCCCC2,x,-5,100,-10,-8,84,94,-4,13
COc1ccc(N2C(=O)c3ccccc3NC23CCCCC3)cc1,17,-8,90,21,16,72,99,-2,-16
Cc1cc(C(=O)CSc2nc(N)cc(N)n2)c(C)n1CCc1ccc(F)cc1,2,5,61,-4,6,70,92,-12,4
CCOc1ncccc1C(=O)OCC(=O)c1c(N)n(C)c(=O)n(C)c1=O,8,x,109,x,x,90,100,x,x
CC1Oc2ccccc2N(CC(=O)NCc2cccs2)C1=O (configuration not stated),7,x,99,x,x,82,93,x,x
COC(=O)CNC(=O)c1ccccc1F,5,-14,101,2,10,85,97,-5,1
COc1cccc(-c2nn(-c3ccccc3)cc2/C=C\C(=O)c2cccs2)c1,9,-4,x,5,5,x,x,-4,-3
Cc1ccccc1NC(=O)Cc1nnc(SCC(=O)c2ccc(Br)cc2)n1C,-4,-7,92,0,-8,109,91,-7,3
COc1ccc(S(=O)(=O)NCc2ccc(C(=O)N(C)Cc3ccco3)cc2)cc1,11,7,103,-5,-22,76,100,-4,3
NNS(=O)(=O)c1ccc(Cc2ncc(C(F)(F)F)cc2Cl)s1,5,-5,90,6,-8,96,100,-5,-8

# 14 compounds out of the list, sorted by SMILES length, largest number first.
SMILES,PostGolgi ctrl,PTPN22 act,HUVEC prolif 384,sEH act,S1P2 blocker,H69AR inhibit,Lung fibro prol,S1P2 ag,sEH inhibitor
COc1cc(/C=C(/C#N)c2nc3ccccc3[nH]2)ccc1Oc1ncccc1[N+](=O)[O-],-7,-1,x,-8,27,x,x,-6,6
CCC(Oc1nc2ccccc2nc1-c1ccccc1NC(C)=O)C(=O)c1ccccc1 (configuration not stated),12,8,x,10,-24,x,x,-5,-7
Cc1cc(C(=O)CSc2nc(N)cc(N)n2)c(C)n1CCc1ccc(F)cc1,2,5,61,-4,6,70,92,-12,4
CCOc1ncccc1C(=O)OCC(=O)c1c(N)n(C)c(=O)n(C)c1=O,8,x,109,x,x,90,100,x,x
Cc1ccccc1NC(=O)Cc1nnc(SCC(=O)c2ccc(Br)cc2)n1C,-4,-7,92,0,-8,109,91,-7,3
NNS(=O)(=O)c1ccc(Cc2ncc(C(F)(F)F)cc2Cl)s1,5,-5,90,6,-8,96,100,-5,-8
Cc1cccc(OCc2nnc(SCn3nnc4ccccc4c3=O)o2)c1,36*,x,97,x,x,105,100,x,x
Cc1ccc(S(=O)(=O)Nc2ccccc2-c2ccccc2)cc1,26,5,x,5,-28,x,x,0,-3
COc1ccc(N2C(=O)c3ccccc3NC23CCCCC3)cc1,17,-8,90,21,16,72,99,-2,-16
CN1c2cccc3cccc(c23)N(C)C1c1cccs1,-1,13,x,-16,17,x,x,-1,18
CCc1cc2c(=O)c(-c3cscn3)coc2cc1O,-4,x,75,x,x,65,86,x,x
O=C(Nc1nc2c(s1)CCCC2)Oc1ccccc1,-9,-3,95,7,-9,92,99,-3,-7
Cc1cccc(NCc2cc(Cl)ccc2O)n1,x,0,91,-2,6,83,95,-3,7
COC(=O)CNC(=O)c1ccccc1F,5,-14,101,2,10,85,97,-5,1

# These rows are one share of the data; rates above refer to the full screens.
